Rtt109 HAT inh = C. albicans Rtt109 histone acetyltransferase inhibition; purified Rtt109/Vps75, ThioGlo CoA-SH fluorescence, 4 h; inhibition, % at 34.9 µM; 330,000 tested, 0.16% active;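 active = inhibition of at least 50% in every replicate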
Target sequence (Q5AAJ8 whole entry, looked up): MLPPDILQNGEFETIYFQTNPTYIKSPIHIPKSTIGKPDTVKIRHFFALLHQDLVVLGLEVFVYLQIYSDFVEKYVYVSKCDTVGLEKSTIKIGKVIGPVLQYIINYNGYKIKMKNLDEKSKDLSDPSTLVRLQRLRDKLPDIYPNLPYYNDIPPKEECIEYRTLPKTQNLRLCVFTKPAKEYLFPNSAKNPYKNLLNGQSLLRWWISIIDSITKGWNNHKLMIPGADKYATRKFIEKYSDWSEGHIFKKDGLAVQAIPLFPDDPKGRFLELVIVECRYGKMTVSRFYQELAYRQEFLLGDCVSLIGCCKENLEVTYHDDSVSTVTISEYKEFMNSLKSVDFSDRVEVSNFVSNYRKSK
CAL PDZ FP-1 = inhibitors of human CAL PDZ peptide binding. inhibition, % at 20 µM. AID 504414. 330,000 tested, 0.02% active. purified CAL PDZ, TMR-peptide fluorescence polarization, 1 h;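 active = highest replicate inhibition of at least 40%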;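 also: plate controls were DMSO neutral control wells for no effect and unlabeled competitor peptide control wells for full effect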
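System: tagged CAL PDZ domain. Schedule: 1 h room-temperature incubation prior to read. Signal: fluorescence polarization (mP). Measure: percent inhibition from loss of millipolarization.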
CAL PDZ FP-2 = blocks peptide binding to the human CAL PDZ domain; purified CAL PDZ, TMR-peptide fluorescence polarization, 1 h; 300,000 tested, 0.92% active; inhibition, % at 24.9 µM; AID 602252;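 active = mean inhibition of at least 30% with at least half of replicates also reaching 30%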;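 also: 0% = DMSO neutral control and 100% = excess unlabeled competitor peptide PRC23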
SR-BI DiI inh = mouse SR-BI HDL lipid transfer inhibition. Q61009. ldlA[mSR-BI] CHO cells, DiI-HDL uptake fluorescence, 3 h. inhibition, % at 12.5 µM. 320,000 tested, 0.96% active;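 active = mean replicate inhibition of at least 70% and a set share of replicates each scoring 70 or more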;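 also: 0% = median of neutral control wells and 100% = median of positive control wells; values of inactives mirror those of a sister screen read the other way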
Target sequence (Q61009 whole entry, looked up): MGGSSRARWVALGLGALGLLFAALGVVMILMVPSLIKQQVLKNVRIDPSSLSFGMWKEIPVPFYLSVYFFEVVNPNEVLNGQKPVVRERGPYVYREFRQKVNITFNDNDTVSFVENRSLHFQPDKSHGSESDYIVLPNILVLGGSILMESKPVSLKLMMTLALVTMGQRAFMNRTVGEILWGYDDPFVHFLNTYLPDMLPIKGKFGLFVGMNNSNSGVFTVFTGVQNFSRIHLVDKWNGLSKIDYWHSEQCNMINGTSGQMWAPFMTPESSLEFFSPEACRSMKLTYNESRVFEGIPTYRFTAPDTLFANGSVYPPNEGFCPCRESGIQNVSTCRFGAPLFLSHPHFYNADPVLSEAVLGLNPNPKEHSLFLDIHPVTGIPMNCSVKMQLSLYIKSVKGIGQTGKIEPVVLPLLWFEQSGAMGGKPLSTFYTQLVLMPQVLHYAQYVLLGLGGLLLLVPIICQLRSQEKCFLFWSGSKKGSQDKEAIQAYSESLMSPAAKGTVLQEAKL
SR-BI uptake up = enhances SR-BI lipid uptake from DiI-HDL. CHO ldlA[mSR-BI] cells, DiI-HDL uptake fluorescence, 3 h; 100 = double the neutral-control signal. activation, % at 12.5 µM. 320,000 tested, 0.096% active. AID 504775;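 active = mean replicate activation of at least 60% and every replicate at or above 60%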;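 also: 0% = median plate neutral-control signal and 100% = twice that signal; values of inactives mirror those of a sister screen read the other way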
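Test system: SR-BI-overexpressing, LDLR-lacking CHO cells; Also added: labelled HDL, 10 µg/mL; Measured by: bottom-read cell fluorescence after medium removal, ex 550/em 595 nm; Timing: 3 h uptake period with compound, 37 °C; Buffer or medium: F12, 0.5% BSA, 25 mM HEPES; Doses: single compound concentration, delivered by pin transfer.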
dFosB act = activators of mouse delta FosB homodimer. AID 493131. 340,000 tested, 0.99% active. purified delta FosB, TAMRA-CDK5 oligo fluorescence polarization; percent of positive-control signal above neutral wells. activation, % at 25 µM. P13346;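 active = mean activation above about 17%, with every replicate also reaching it, limit read from the data, passing the limit was not always enough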;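 also: fluorescence polarization rise as delta FosB binds a TAMRA Cdk5 AP-1 oligo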
PfHsp90 set2 = reduces growth (ATP signal) of yeast expressing P. falciparum Hsp90; S. cerevisiae expressing PfHsp90, BacTiter-Glo ATP, 48 h; yeast lacking PDR1 and PDR3 efflux regulators; inhibition, % at 9.4 µM; 310,000 tested, 0.32% active; AID 504621;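 active = every replicate shows inhibition above about 80%, whatever the replicate mean, limit read from the data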;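 also: 0% = DMSO neutral controls and 100% = 20 µM radicicol positive controls; yeast relying on Plasmodium falciparum Hsp90 in place of its own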
MITF act = MITF TRPM1 promoter activation in melanoma cells. AID 588334. 300,000 tested, 0.75% active. SK-MEL-5 TRPM1-promoter luciferase, 24 h; % of positive control, neutral wells = 0. activation, % at 12.5 µM;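 active = mean activation of at least 80% with every replicate also reaching 80%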;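 also: 0% = neutral control wells and 100% = parthenolide positive control wells; values of inactives mirror those of a sister screen read the other way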
PvdQ acylase = P. aeruginosa PvdQ acylase inhibition. AID 488965. purified PvdQ acylase, fluorescence plate reader. 340,000 tested, 0.063% active. inhibition, % at 10 µM; in the data active = inhibition above about 30%, passing the limit was not always enough;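 also: 0% = vehicle neutral wells and 100% = reference inhibitor wells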
NSD2 HMT inh = NSD2 (human) methyltransferase inhibition. 310,000 tested, 0.54% active. inhibition, % at 12.5 µM. O96028. NSD2 peptide methylation, AlphaScreen, 120 min; in the data active = inhibition above about 50%
* marks the source's active call; other numbers are inactive results; . = no result given.

1: CCc1ccc(OCC(O)Cn2c(N3CCCCC3)nc3c2c(=O)[nH]c(=O)n3C)cc1 (stereo unspecified)
2: CC1CCN(c2nc3ccc(C(=O)NCCCN4CCCCC4C)cc3s2)CC1 (stereo unspecified)
3: CC(NCCC(Cc1ccccc1)c1ccco1)c1ccccc1 (stereo unspecified)
4: COc1ccc(NC(=O)[C@@H](NC(=O)c2ccccc2)C(C)C)cc1S(=O)(=O)N1CCCCC1
5: C[C@H](NC(=O)c1nc[nH]c1C(=O)N[C@@H](C)c1ccccc1)C(=O)OC(C)(C)C
6: CCOC(=O)N1CCN(C(=O)c2ccc(CNS(=O)(=O)c3ccc(C)cc3)cc2)CC1
7: O=C(O)c1cccc(S(=O)(=O)Nc2ccc(N3CCCCC3)cc2)c1
8: CC1=NN(Cc2ccccc2)C(=O)C1C(c1ccccc1)C(C#N)C#N (stereo unspecified)

assay / entry,1,2,3,4,5,6,7,8
Rtt109 HAT inh,14,-1,6,-1,-4,-15,-2,4
CAL PDZ FP-1,8.4,-1.7,-2.2,-2.3,-0.3,0.8,-1.5,-0.7
CAL PDZ FP-2,-4,.,-3,-2,-1,4,.,1
SR-BI DiI inh,-3,-30,.,26,5,-2,-10,-23
SR-BI uptake up,3,30,.,-26,-5,2,10,23
dFosB act,-22,-1,-5,-5,0,-4,1,-9
PfHsp90 set2,33,-18,-39,19,32,17,.,-5
MITF act,24,.,-10,6,-7,-9,4,9
PvdQ acylase,-8,-5,-11,-25,-12,-14,-9,5
NSD2 HMT inh,3,.,0,-1,.,.,4,2

9: Cc1ccc(S(=O)(=O)N(CC(=O)N/N=C\c2cccs2)c2cccc3cccnc23)cc1
10: CC(C)(C)c1ccc(OCc2nnc(SCC(N)=O)n2N)cc1
11: Cc1n[nH]c(C)c1N=Nc1ccc(Br)cc1
12: C=C1C[C@H]2[C@@H]3CCc4cc(OC)ccc4[C@H]3CC[C@]12C
13: N#Cc1ccncc1S(=O)c1ccc(Cl)cc1 (stereo unspecified)
14: CN(CC(=O)Nc1ccc(F)cc1)C(=O)COC(=O)/C=C/c1ccc(OC(F)F)cc1
15: Cc1ccccc1NC(=S)N(CCN(C)C)C(C)c1cccnc1 (stereo unspecified)
16: O=C(NCCCn1cccn1)c1cc(COc2ccc(F)cc2Cl)on1

assay / entry,9,10,11,12,13,14,15,16
Rtt109 HAT inh,2,-1,-1,-3,0,7,4,9
CAL PDZ FP-1,-2.5,-0.6,1.4,-0.2,.,-2.0,-0.7,-1.8
CAL PDZ FP-2,-1,-3,-1,0,-7,-6,2,0
SR-BI DiI inh,9,-16,21,23,-24,14,-28,-12
SR-BI uptake up,-9,16,-21,-23,24,-14,28,12
dFosB act,5,-2,-5,5,-9,1,-4,-1
PfHsp90 set2,-11,10,27,19,-13,6,8,-12
MITF act,4,6,6,10,-5,1,-13,0
PvdQ acylase,-8,-13,-1,-1,4,6,-10,1
NSD2 HMT inh,-1,-1,6,.,14,1,0,-2

Molecules from the list above that have an NH in an aromatic ring (three):
1: CCc1ccc(OCC(O)Cn2c(N3CCCCC3)nc3c2c(=O)[nH]c(=O)n3C)cc1 (stereo unspecified)
5: C[C@H](NC(=O)c1nc[nH]c1C(=O)N[C@@H](C)c1ccccc1)C(=O)OC(C)(C)C
11: Cc1n[nH]c(C)c1N=Nc1ccc(Br)cc1

assay / entry,1,5,11
Rtt109 HAT inh,14,-4,-1
CAL PDZ FP-1,8.4,-0.3,1.4
CAL PDZ FP-2,-4,-1,-1
SR-BI DiI inh,-3,5,21
SR-BI uptake up,3,-5,-21
dFosB act,-22,0,-5
PfHsp90 set2,33,32,27
MITF act,24,-7,6
PvdQ acylase,-8,-12,-1
NSD2 HMT inh,3,.,6

New compounds follow.
17: O=C(NCc1cccs1)C1CCN(S(=O)(=O)c2cccc3cccnc23)CC1
18: CCC(C)[C@H](NC(=O)C1CCN(C(=O)[C@H](Cc2ccccc2)NS(=O)(=O)c2ccc(C)cc2)CC1)C(=O)O (stereo partly specified)
19: CCCCn1c(N)c(N(Cc2ccccc2OC)C(=O)c2ccc(N3CCCC3=O)cc2)c(=O)[nH]c1=O
20: COc1ccc(CCNC(=O)COc2ncnc3cc([N+](=O)[O-])ccc23)cc1
21: CCOC(=O)c1ccccc1NC(=O)COC(=O)C(CCSC)NC(=O)COc1ccccc1 (stereo unspecified)
22: c1ccc2c(SCc3cn4ccccc4n3)nncc2c1
23: O=C(COC(=O)c1cc(=O)[nH]c(=O)[nH]1)Nc1cccc(S(=O)(=O)N2CCOCC2)c1
24: O=C(Nc1cccc2c1CCCC2)c1ccccc1Cl

assay / entry,17,18,19,20,21,22,23,24
Rtt109 HAT inh,16,2,-19,6,-7,11,0,2
CAL PDZ FP-1,-0.8,-0.4,-2.8,0.4,-0.8,-2.3,-0.9,-0.5
CAL PDZ FP-2,0,-7,-1,2,-4,.,-5,4
SR-BI DiI inh,-1,-6,0,-2,20,-2,-39,17
SR-BI uptake up,1,6,0,2,-20,2,39,-17
dFosB act,-5,0,-9,-2,-16,-6,0,0
PfHsp90 set2,-2,9,10,-2,-12,-24,18,46
MITF act,-2,-7,2,-6,0,47,1,14
PvdQ acylase,5,-17,-11,0,-9,-13,-20,11
NSD2 HMT inh,.,-3,-1,1,1,1,-2,0

25: CN(C)CCN(C)Cc1c2ccccc2c(CN(C)CCN(C)C)c2ccccc12
26: O=C(/C=C/c1ccccc1)NCCCNC(=O)/C=C/c1ccccc1
27: O=S1(=O)c2c(F)cccc2OC(COc2ccccc2)CN1CCc1ccc(F)cc1 (stereo unspecified)
28: Cc1c(NC(=O)C(C)OC(=O)c2c3c(nc4ccccc24)CCC(C)C3)c(=O)n(-c2ccccc2)n1C (stereo unspecified)
29: NC(N)=NS(=O)(=O)c1ccc(NC(=S)NC(=O)/C=C/c2ccc(F)cc2)cc1
30: COc1ccc(OC)c(-c2cc(C(=O)Nc3cc(C)n(Cc4ccc(Cl)cc4)n3)no2)c1
31: CN1CCCN(Cc2ccccc2C(F)(F)F)CC1
32: O=C(COc1ncnc2ccccc12)Nc1cccc([N+](=O)[O-])c1

assay / entry,25,26,27,28,29,30,31,32
Rtt109 HAT inh,21,3,4,-11,13,-47,-2,9
CAL PDZ FP-1,-1.3,-1.2,-0.7,-0.1,-0.6,0.1,-0.5,-0.7
CAL PDZ FP-2,-3,-2,-7,-4,5,-3,-4,0
SR-BI DiI inh,-22,29,8,26,7,89*,-9,16
SR-BI uptake up,22,-29,-8,-26,-7,-89,9,-16
dFosB act,7,-8,-3,-4,-8,-7,-3,-6
PfHsp90 set2,-9,16,12,-14,-1,-12,7,18
MITF act,24,-3,23,-2,4,-10,.,12
PvdQ acylase,11,-7,-8,-4,8,-12,-9,-6
NSD2 HMT inh,33,-1,.,0,2,-2,8,2

Whole records, quoted from the list. Order of screens: Rtt109 HAT inh, CAL PDZ FP-1, CAL PDZ FP-2, SR-BI DiI inh, SR-BI uptake up, dFosB act, PfHsp90 set2, MITF act, PvdQ acylase, NSD2 HMT inh
Results for `O=S1(=O)c2c(F)cccc2OC(COc2ccccc2)CN1CCc1ccc(F)cc1` (stereo unspecified) = 4, -0.7, -7, 8, -8, -3, 12, 23, -8, .
Results for `O=C(COc1ncnc2ccccc12)Nc1cccc([N+](=O)[O-])c1` = 9, -0.7, 0, 16, -16, -6, 18, 12, -6, 2
Results for `CN1CCCN(Cc2ccccc2C(F)(F)F)CC1` = -2, -0.5, -4, -9, 9, -3, 7, ., -9, 8

Next part.
33: CCOc1ccccc1C(=O)N1CCN(c2cccc(Cl)c2)CC1
34: O=C(NCc1ccccc1Cl)NCc1ccccc1Cl
35: O=C(c1ccc(F)cc1)N1CCC(C(=O)N2CCN(c3ncccn3)CC2)CC1
36: COc1ccc(-c2ccc(C#N)c(OC(=O)c3c(Cl)cccc3Cl)n2)cc1
37: CCN(CC)C(=O)Cn1cc(C(=O)C(=O)N2CCCc3ccccc32)c2ccccc21
38: Cc1ccc(NC(=O)C(=O)NCCc2c[nH]c3ccccc23)c(C)c1
39: Cc1ccc2c(c1)C1CN(C)CCC1N2Sc1ccccc1[N+](=O)[O-] (stereo unspecified)
40: COc1ccccc1CN1CCNC(=O)C1CC(=O)O (stereo unspecified)

assay / entry,33,34,35,36,37,38,39,40
Rtt109 HAT inh,9,-6,5,-7,2,-4,10,10
CAL PDZ FP-1,-1.9,-0.5,-1.7,-2.0,0.0,-1.4,0.2,-1.5
CAL PDZ FP-2,.,-3,.,-4,2,-3,.,-1
SR-BI DiI inh,-8,.,30,60,.,.,.,2
SR-BI uptake up,8,.,-30,-60,.,.,.,-2
dFosB act,-8,2,5,-2,-3,-5,-2,-5
PfHsp90 set2,5,-4,.,-5,.,-22,28,-45
MITF act,-49,38,5,-4,1,10,16,-7
PvdQ acylase,-9,-7,-11,4,-9,-9,-5,4
NSD2 HMT inh,1,-4,-1,2,0,-1,40,-5

41: CCOC(=O)CSc1nc2c(sc3ccccc32)c(=O)n1CCCN1CCOCC1
42: CCOc1ccc(OCCNC2CCCC2)cc1
43: CCN(CC)CCOC(c1ccccc1)c1ccc(C)cc1 (stereo unspecified)
44: COc1cc(OC)cc(C(=O)N[C@H](C(=O)OCC(=O)Nc2ccc(C(C)C)cc2)C(C)C)c1
45: COc1ccccc1NC(=S)N1CCC(NC(=O)c2ccco2)CC1
46: COc1ccccc1/C=C/C(=O)NCC(=O)n1nc(C)cc1C
47: Cc1ccccc1CCN(C(=O)Cn1nnc2ccccc21)C(C(=O)NC(C)(C)C)c1ccsc1 (stereo unspecified)
48: COC(=O)c1ccc(OC(=O)c2ccc(OC)c(OC)c2)c(OC)c1

assay / entry,41,42,43,44,45,46,47,48
Rtt109 HAT inh,-1,5,-1,0,-7,1,13,-3
CAL PDZ FP-1,-2.0,-0.3,-0.6,5.1,-1.7,0.0,-2.5,-0.6
CAL PDZ FP-2,3,1,0,-2,0,-3,-2,-4
SR-BI DiI inh,16,-21,-21,13,-9,69,-16,21
SR-BI uptake up,-16,21,21,-13,9,-69,16,-21
dFosB act,-3,-2,-1,-8,-6,-2,-9,-4
PfHsp90 set2,7,-18,-3,-15,-2,-3,1,-7
MITF act,9,8,14,-1,-3,-6,-7,4
PvdQ acylase,2,-25,-6,-20,-10,3,5,-6
NSD2 HMT inh,3,1,5,-3,-3,1,-1,1

49: COc1ccc(N2CCN(C(=O)C3CCCN(S(=O)(=O)c4ccc(F)cc4)C3)CC2)cc1 (stereo unspecified)
50: COc1ccc(/C=C/c2onc(C)c2S(=O)(=O)N2CCC(C(=O)N3CCC(C)CC3)CC2)cc1
51: Cc1ccc(NC(=O)C(=O)NCCN2CCN(S(=O)(=O)c3ccccc3)CC2)cc1C
52: CN(CC(=O)Nc1ccc(N2CCOCC2)cc1)C(=O)c1cn(-c2ccccc2)nc1-c1ccccc1

assay / entry,49,50,51,52
Rtt109 HAT inh,4,-1,-1,-2
CAL PDZ FP-1,-0.9,-4.0,-1.0,-2.2
CAL PDZ FP-2,-6,2,.,-3
SR-BI DiI inh,-23,2,47,10
SR-BI uptake up,23,-2,-47,-10
dFosB act,-6,-6,-10,-6
PfHsp90 set2,-11,-7,-35,-12
MITF act,-6,-4,19,6
PvdQ acylase,-6,-3,-6,-17
NSD2 HMT inh,5,1,-2,-3

Source: PubChem
